hIAP inh – blocks human intestinal alkaline phosphatase; inhibition, % at 10 µM; purified IAP, CDP-Star luminescence, 30 min; 330,000 tested, 0.12% active; P09923;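 active = inhibition reaching a set limit with compound at 10 µM in the primary screen, cut at about 35% in these data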;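 note: plate controls were DMSO wells with enzyme for no effect and no-enzyme buffer wells for full effect; values of inactives mirror those of a sister screen read the other way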
Target sequence (P09923 whole entry, looked up): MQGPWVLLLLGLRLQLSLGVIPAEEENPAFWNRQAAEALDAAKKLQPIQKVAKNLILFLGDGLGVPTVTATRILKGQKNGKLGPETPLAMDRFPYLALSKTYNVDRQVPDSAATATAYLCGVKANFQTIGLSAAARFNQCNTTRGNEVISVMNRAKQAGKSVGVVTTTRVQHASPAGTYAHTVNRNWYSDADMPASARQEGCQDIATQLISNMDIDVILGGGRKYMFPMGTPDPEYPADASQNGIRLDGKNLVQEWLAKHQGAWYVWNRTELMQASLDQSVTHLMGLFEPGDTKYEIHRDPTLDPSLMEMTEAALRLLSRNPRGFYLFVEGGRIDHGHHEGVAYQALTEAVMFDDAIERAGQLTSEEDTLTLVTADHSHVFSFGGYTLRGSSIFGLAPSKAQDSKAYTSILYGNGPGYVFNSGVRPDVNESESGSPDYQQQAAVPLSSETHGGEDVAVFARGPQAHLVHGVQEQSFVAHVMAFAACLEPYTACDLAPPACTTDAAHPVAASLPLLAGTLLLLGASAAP
NLRP3 yeast inh – blocks the NALP3 inflammasome reconstituted in yeast; AID 2825; Yeast reconstituted NLRP3/ASC/caspase-1, beta-gal luminescence, 24 h; inhibition, % at 10 µM; 330,000 tested, 0.39% active;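 active = inhibition of 50% or more; inactive = inhibition below 50%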;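 note: plate controls were induced DMSO wells for no effect and uninduced yeast grown without galactose for full effect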
TIM10 inh – TIM10 yeast growth inhibition. S. cerevisiae TIM10 strain growth, BacTiter-Glo luminescence, 24 h. inhibition, % at 10 µM. 330,000 tested, 1.4% active. AID 463195;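 active = inhibition of 40% or more at the single tested concentration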;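 note: wild-type TIM10 isogenic control strain grown at permissive 25 °C; 0% = DMSO yeast wells and 100% = minimal medium wells without yeast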
ATG4B inh – inhibitors of human ATG4B cysteine protease; Q9Y4P1; ATG4B cleavage of LC3-PLA2, NBD-HPC fluorescence, 1 h; AID 504462; inhibition, % at 8.33 µM; 340,000 tested, 0.51% active; in the data active = inhibition above about 40%
Target sequence (Q9Y4P1 whole entry, looked up): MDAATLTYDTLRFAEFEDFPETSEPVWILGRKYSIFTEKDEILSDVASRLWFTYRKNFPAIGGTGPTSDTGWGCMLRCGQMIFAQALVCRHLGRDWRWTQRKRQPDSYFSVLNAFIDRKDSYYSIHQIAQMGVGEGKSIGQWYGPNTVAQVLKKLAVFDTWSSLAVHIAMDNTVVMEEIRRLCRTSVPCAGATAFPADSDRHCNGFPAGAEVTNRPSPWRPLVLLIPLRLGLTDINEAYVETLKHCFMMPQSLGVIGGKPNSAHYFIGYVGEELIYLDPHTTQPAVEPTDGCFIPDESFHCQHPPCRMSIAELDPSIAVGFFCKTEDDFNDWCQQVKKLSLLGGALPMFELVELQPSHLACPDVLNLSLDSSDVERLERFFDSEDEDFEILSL
mIAP activ – increases mouse intestinal alkaline phosphatase activity | muIAP, CDP-Star luminescence, 30 min; hits give high values; 1 = vehicle-only enzyme signal, 0 = enzyme-free wells | activation factor at 10 µM | 330,000 tested, 0.24% active;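 active = activation factor of at least 2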; note: the source names both 10 and 20 µM as test concentration; values of inactives mirror those of a sister screen read the other way
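System: mouse IAP enzyme. Reagent: CDP-Star chemiluminescent phosphatase substrate. Benchmarks: DMSO wells, no-enzyme wells. Times: 30 min enzyme-substrate-compound incubation at room temperature. Detection: luminescence from enzymatic CDP-Star hydrolysis. Doses: test compounds delivered from DMSO solution.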
hIAP act – increases human intestinal alkaline phosphatase activity. P09923. purified human IAP, CDP-Star luminescence, 30 min; hits give high values; 1 = vehicle-only enzyme, 0 = enzyme-free background. activation factor at 10 µM. 330,000 tested, 0.16% active. AID 2524;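 active = activation factor of the enzyme at least 2-fold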; note: the source names both 10 and 20 µM as test concentration; values of inactives mirror those of a sister screen read the other way
Apaf1 inhib – inhibitors of human Apaf-1 apoptosome | AID 489030 | O14727 | 330,000 tested, 0.71% active | inhibition, % at 20 µM | reconstituted apoptosome caspase-3 activity, DEVD-Rh110 fluorescence; active = inhibition of at least 40% at 20 µM;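 note: plate controls were DMSO wells for no effect and DEVD-CHO caspase inhibitor wells for full effect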
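Assay system: Apoptosome proteins | Medium: pH 7.5 Hepes buffer with CHAPS, BSA, DTT | Also added: Cytochrome c and DEVD-Rh110 substrate | Times: 30 min plus 50 min, RT | Detection: Rhodamine 110 fluorescence at Ex 480/Em 540 nm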
mIAP inh – blocks mouse intestinal alkaline phosphatase; inhibition, % at 10 µM; 330,000 tested, 0.2% active; purified mouse IAP, CDP-Star luminescence, 30 min;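 active = inhibition of at least 40% at 10 µM in the primary screen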;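 note: plate controls were DMSO with enzyme for no effect and no enzyme wells for full effect; values of inactives mirror those of a sister screen read the other way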
tim10-1 inh – tim10-1 yeast growth inhibition. S. cerevisiae tim10-1 ts strain growth, BacTiter-Glo, 24 h. inhibition, % at 20 µM. 330,000 tested, 2.2% active. AID 463190;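 active = inhibition of at least 40%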;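 note: mutant grown at 25 °C; 0% = DMSO wells with yeast and 100% = wells holding no yeast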
Active calls of the source: *. Rows are unselected; overall some 4.5% were active at least once.

Keys: A = hIAP inh; B = NLRP3 yeast inh; C = TIM10 inh; D = ATG4B inh; E = mIAP activ; F = hIAP act; G = Apaf1 inhib; H = mIAP inh; I = tim10-1 inh
COc1ccc(-c2cn[nH]c2N)c(OC)c1
  A = -18; B = 5; C = 6; D = -6; E = 1; F = 1.2; G = -19; H = -1; I = 8
COC(=O)C1=C(C)N(c2ccc(Br)cc2)C(=O)/C1=C\c1ccco1
  A = 21; B = 0; C = 18; D = 3; E = 0.89; F = 0.79; G = 11; H = 11; I = 23
O=C(COc1ccc(S(=O)(=O)N2CCOCC2)cc1)NCc1ccccn1
  A = -15; B = 7; C = 6; D = 0; E = 0.93; F = 1.2; G = -11; H = 7; I = 4
COc1cccc(-c2nc(-c3ccccc3)[nH]c(=O)c2C#N)c1
  A = -11; B = 12; C = -5; D = 16; E = 0.96; F = 1.1; G = 10; H = 4; I = -3
CC(=O)c1nn(-c2ccccc2)cc1C(=O)c1ccc(Br)cc1
  A = 1; B = -9; C = 7; D = -3; E = 1; F = 0.99; G = 6; H = -2; I = 23
CN1/C(=C/C(=S)NC(=O)C2CCC2)C(C)(C)c2ccccc21
  A = 17; B = 14; C = 36; D = 6; E = 0.75; F = 0.83; G = 8; H = 25; I = 38
c1ccc(C2NCCc3ccccc32)cc1 (stereo not given)
  A = 0; B = 9; C = 18; D = 5; E = 0.9; F = 1; G = -15; H = 10; I = 7
O=C(c1ccc(Br)cc1)N(Cc1nc2ccccc2c(=O)[nH]1)C1CCCC1
  A = 10; B = 23; C = 29; D = -9; E = 0.93; F = 0.9; G = 19; H = 7; I = 27
COc1ccc(C(CCNCc2ccc(F)cc2)c2ccc(F)cc2)cc1 (stereo not given)
  A = 8; B = 35; C = 20; D = 7; E = 0.95; F = 0.92; G = 12; H = 4; I = 0
COC(=O)c1sc(NC(=O)/C=C/c2ccc(C)cc2)nc1C
  A = 15; B = -5; C = 7; D = 0; E = 0.96; F = 0.85; G = 11; H = 4; I = 9
Cn1c(SCC(=O)Nc2ccc(N3CCOCC3)cc2)nnc1-c1ccco1
  A = -9; B = 14; C = -22; D = -9; E = 1; F = 1.1; G = 7; H = -1; I = 4
CCC(=O)N1CCc2cc(S(=O)(=O)N3CCN(c4cc(Cl)ccc4C)CC3)ccc21
  A = -8; B = 6; C = -3; D = -1; E = 1.1; F = 1.1; G = -7; H = -9; I = 5
O=C(Nc1ccc(Cl)cn1)c1ccccc1F
  A = -4; B = 1; C = 3; D = 1; E = 0.91; F = 1; G = 1; H = 9; I = 12
CCN(CC)C(=O)Cn1c(=O)n(-c2ccccc2)c(=O)c2sccc21
  A = 2; B = -11; C = 4; D = -2; E = 0.96; F = 0.98; G = -7; H = 4; I = 7
Cc1cc(C(=O)OCC(=O)N(CC(C)C)c2c(N)n(Cc3ccccc3)c(=O)[nH]c2=O)c2ccccc2n1
  A = -8; B = 15; C = 5; D = -16; E = 1; F = 1.1; G = -1; H = -1; I = -4
CCC(NC(=S)Nc1ccccc1)C(=O)O (stereo not given)
  A = 3; B = -3; C = -6; D = -2; E = 1.1; F = 0.97; G = 4; H = -5; I = 16
CCOC(=O)c1ccccc1-c1csc(NS(=O)(=O)c2ccc(Cl)cc2)n1
  A = -10; B = 8; C = 21; D = -1; E = 1; F = 1.1; G = 12; H = 0; I = 12
O=C(CSc1ccccn1)Nc1ccc(F)c([N+](=O)[O-])c1
  A = -7; B = 5; C = 8; D = 5; E = 0.9; F = 1.1; G = -7; H = 10; I = 16
CCOC(=O)C1=C(CS(=O)(=O)c2ccccc2)NC(=O)NC1c1cc(OC)c(O)c(OC)c1 (stereo not given)
  A = 3; B = 2; C = 2; D = -1; E = 1; F = 0.97; G = 1; H = -1; I = 0
CC(CN1CCCC1)OC(=O)c1ccc(Cl)cc1 (stereo not given)
  A = -4; B = 17; C = -4; D = -8; E = 1; F = 1; G = -1; H = -5; I = -19
O=C(Cc1ccc(Br)cc1)OCC(=O)N1CCc2ccccc2C1
  A = -2; B = 16; C = -10; D = 8; E = 0.97; F = 1; G = -3; H = 3; I = 16
Cc1ccc(C(=O)c2nc(C(=O)NCCO)nc3ccccc23)cc1
  A = 5; B = 10; C = 15; D = 4; E = 0.95; F = 0.95; G = 1; H = 5; I = -9
COc1cccc(CC(NC(C)=O)C(=O)NC2CCN(S(=O)(=O)c3cccc4ccccc34)CC2)c1 (stereo not given)
  A = 17; B = 17; C = 16; D = -21; E = 1; F = 0.83; G = -5; H = -3; I = 16
CCOC(=O)NC(=O)CSc1nc2ccc(OCC)cc2[nH]1
  A = -26; B = 9; C = 0; D = -6; E = 1; F = 1.3; G = 10; H = 0; I = 5
Cc1[nH]c2ccc(F)cc2c1CCN(Cc1cccnc1)C(=S)Nc1ccccc1
  A = -2; B = 26; C = 10; D = -13; E = 1; F = 1; G = -9; H = -2; I = 13

Complete entries as entered above. Order of screens: hIAP inh	NLRP3 yeast inh	TIM10 inh	ATG4B inh	mIAP activ	hIAP act	Apaf1 inhib	mIAP inh	tim10-1 inh
`CCC(=O)N1CCc2cc(S(=O)(=O)N3CCN(c4cc(Cl)ccc4C)CC3)ccc21` is listed with -8	6	-3	-1	1.1	1.1	-7	-9	5
`O=C(CSc1ccccn1)Nc1ccc(F)c([N+](=O)[O-])c1` is listed with -7	5	8	5	0.9	1.1	-7	10	16

(next part)
Keys: A = hIAP inh; B = NLRP3 yeast inh; C = TIM10 inh; D = ATG4B inh; E = mIAP activ; F = hIAP act; G = Apaf1 inhib; H = mIAP inh; I = tim10-1 inh
CC(C)c1nc(NCCN2CCOCC2)c(C#N)c2c1COC(C)(C)C2
  A = 14; B = 5; C = -3; D = -15; E = 1; F = 0.86; G = -2; H = -5; I = 10
CC(C(=O)O)N1c2cccc3cccc(c23)S1(=O)=O (stereo not given)
  A = -24; B = 1; C = -9; D = 3; E = 1.1; F = 1.2; G = -1; H = -5; I = -20
O=C(COc1ccc2c(c1)oc(=O)c1ccccc12)NCCCN1CCOCC1
  A = -16; B = 2; C = 15; D = 7; E = 1; F = 1.2; G = 17; H = -2; I = 4
CSc1ccc(/C=C/C(=O)OCC(=O)NCC2CCCO2)cc1 (stereo not given)
  A = -9; B = 18; C = -8; D = -3; E = 1; F = 1.1; G = -4; H = -4; I = 4
NC(=O)c1ccsc1NC(=O)c1cccs1
  A = -4; B = 14; C = 20; D = -7; E = 1.1; F = 1; G = 9; H = -8; I = -2
CN(CC(=O)Nc1ccc(Cl)c(C(F)(F)F)c1)C(=O)C1(c2ccccc2)CC1
  A = -7; B = 10; C = 20; D = 2; E = 1.2; F = 1.1; G = 21; H = -17; I = 35
CCOC(=O)C1C(=O)OC2(CCCC2)C1C(=O)OCC (stereo not given)
  A = 9; B = 8; C = -23; D = 6; E = 1.1; F = 0.91; G = -7; H = -7; I = 10
CCNc1nc(NOC)nc(OCC#N)n1
  A = 16; B = 11; C = 18; D = -1; E = 0.97; F = 0.83; G = -15; H = 3; I = 7
S=C(Nc1ccc(Cl)c(Cl)c1)NC1CCCCC1
  A = 0; B = 53*; C = 34; D = 48*; E = 3.2*; F = 0.99; G = 15; H = -220; I = 36
Cn1cccc1C(=O)OCC(=O)NCCc1ccc(S(N)(=O)=O)cc1
  A = -13; B = 7; C = -2; D = -3; E = 1; F = 1.1; G = -10; H = 0; I = 6
CCOC(=O)C1CCCN(C(=O)c2ccc3nc(-c4ccccc4)c(-c4ccccc4)nc3c2)C1 (stereo not given)
  A = 18; B = -14; C = 10; D = 7; E = 0.93; F = 0.82; G = 21; H = 7; I = 39
Cc1cc(C)nc(Sc2ccc(C=O)cc2[N+](=O)[O-])n1
  A = -1; B = 1; C = 11; D = -2; E = 1; F = 1; G = 1; H = -1; I = 19
O=C(O)C1CCCCC1C(=O)N1CC=C(c2ccccc2)CC1 (stereo not given)
  A = 13; B = 7; C = -22; D = -11; E = 0.99; F = 0.87; G = 3; H = 1; I = -58
O=C(NCCN1CCOCC1)c1cc2n(n1)C(C(F)(F)F)CC(c1ccc(F)cc1)N2 (stereo not given)
  A = -6; B = 2; C = -8; D = -7; E = 0.92; F = 1.1; G = -15; H = 8; I = 11
Cn1cc(S(=O)(=O)N2CCN(c3cccc(Cl)c3)CC2)c(=O)n(C)c1=O
  A = -4; B = -17; C = 7; D = 7; E = 1.1; F = 1; G = -22; H = -8; I = 12
O=C(NCc1ccco1)C1CCN(c2ccc(S(=O)(=O)N3CCOCC3)cc2[N+](=O)[O-])CC1
  A = 4; B = 16; C = -10; D = -3; E = 0.98; F = 0.96; G = 3; H = 2; I = -16
Cc1ccc(NC(=S)NC(=O)c2ccc(-c3ccc(Cl)cc3)o2)c(O)c1
  A = -5; B = -11; C = 14; D = 13; E = 0.69; F = 1.1; G = 15; H = 31; I = 12
O=C(O)CC/C(=N\NC(=O)c1ccc(F)cc1)c1ccc(Br)cc1
  A = 6; B = 9; C = 0; D = -3; E = 0.96; F = 0.94; G = 0; H = 4; I = -11
CC1=NN(C(=O)c2ccccc2Cl)C(O)(c2ccccc2)C1 (stereo not given)
  A = -1; B = 9; C = 8; D = 2; E = 1; F = 1; G = -6; H = 0; I = 19
O=C(NC(=S)N1CCOCC1)c1ccccc1Cl
  A = -21; B = 9; C = -1; D = 2; E = 0.96; F = 1.2; G = 4; H = 4; I = -12
CCOc1ccc(NC(=O)CN(C)C(=O)c2cccnc2Sc2ccccc2Cl)cc1OCC
  A = 10; B = 31; C = 16; D = 0; E = 1.1; F = 0.9; G = 9; H = -9; I = 10
CN(C)/C=C/C(=O)c1c(F)cccc1F
  A = -8; B = 6; C = 4; D = 14; E = 1.1; F = 1.1; G = -9; H = -11; I = -4
CC(=O)n1cc(Nc2ccccc2C(=O)O)c2ccccc21
  A = 13; B = 14; C = 10; D = 10; E = 1; F = 0.87; G = 1; H = -2; I = 3
Cc1cccc(NC(=O)c2c(O)c3ccccc3n(C)c2=O)c1
  A = 2; B = 3; C = -28; D = 2; E = 1; F = 0.98; G = 0; H = -3; I = -18
CCOC(=O)C1CCCN(C(=O)c2cc3c(=O)n4ccccc4nc3s2)C1 (stereo not given)
  A = 0; B = 4; C = 5; D = 1; E = 0.89; F = 1; G = -6; H = 11; I = 7
Cc1ccc(CSc2nnc(-c3cccnc3)n2N)cc1
  A = 4; B = -10; C = -4; D = -4; E = 0.91; F = 0.96; G = -8; H = 9; I = 10
O=C(CCNC(=O)Cn1cnc2ccccc2c1=O)NCC1COc2ccccc2O1 (stereo not given)
  A = -10; B = -4; C = 2; D = -1; E = 1; F = 1.1; G = -2; H = -3; I = 7
